TRPC4 block – inhibitors of mouse TRPC4 channel; Q9QUQ5; HEK293 TRPC4beta/mu-opioid, DAMGO-evoked Fluo4 calcium flux; stronger effect = lower value; B-score at 10 µM; hit rate 0.39% among 300,000;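 active means B-score over 3 SD under the library average, no early fluorescence shift, positive overall ratio signal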
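Assay system: Stable TRPC4beta/mu-opioid receptor HEK293 cells | Reagent: DAMGO in two steps, submaximal then maximal | Compound dosing: Single concentration per test compound | Signal: Fluo4 Ca2+ flux fluorescence | Evaluation: Per-well B score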
TRPC6 act – activators of mouse TRPC6 channel; AID 2550; HEK293-TRPC6 membrane potential dye fluorescence; stronger effect = higher value; B-score at 10 µM; hit rate 0.13% among 310,000; Q61143;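 active means B-score of the integrated fluorescence ratio above library mean plus 3 SD, and starting fluorescence ratio within library mean plus 5 SD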;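 further: higher score means more depolarization so channel activation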
Target sequence (Q61143 whole entry, looked up): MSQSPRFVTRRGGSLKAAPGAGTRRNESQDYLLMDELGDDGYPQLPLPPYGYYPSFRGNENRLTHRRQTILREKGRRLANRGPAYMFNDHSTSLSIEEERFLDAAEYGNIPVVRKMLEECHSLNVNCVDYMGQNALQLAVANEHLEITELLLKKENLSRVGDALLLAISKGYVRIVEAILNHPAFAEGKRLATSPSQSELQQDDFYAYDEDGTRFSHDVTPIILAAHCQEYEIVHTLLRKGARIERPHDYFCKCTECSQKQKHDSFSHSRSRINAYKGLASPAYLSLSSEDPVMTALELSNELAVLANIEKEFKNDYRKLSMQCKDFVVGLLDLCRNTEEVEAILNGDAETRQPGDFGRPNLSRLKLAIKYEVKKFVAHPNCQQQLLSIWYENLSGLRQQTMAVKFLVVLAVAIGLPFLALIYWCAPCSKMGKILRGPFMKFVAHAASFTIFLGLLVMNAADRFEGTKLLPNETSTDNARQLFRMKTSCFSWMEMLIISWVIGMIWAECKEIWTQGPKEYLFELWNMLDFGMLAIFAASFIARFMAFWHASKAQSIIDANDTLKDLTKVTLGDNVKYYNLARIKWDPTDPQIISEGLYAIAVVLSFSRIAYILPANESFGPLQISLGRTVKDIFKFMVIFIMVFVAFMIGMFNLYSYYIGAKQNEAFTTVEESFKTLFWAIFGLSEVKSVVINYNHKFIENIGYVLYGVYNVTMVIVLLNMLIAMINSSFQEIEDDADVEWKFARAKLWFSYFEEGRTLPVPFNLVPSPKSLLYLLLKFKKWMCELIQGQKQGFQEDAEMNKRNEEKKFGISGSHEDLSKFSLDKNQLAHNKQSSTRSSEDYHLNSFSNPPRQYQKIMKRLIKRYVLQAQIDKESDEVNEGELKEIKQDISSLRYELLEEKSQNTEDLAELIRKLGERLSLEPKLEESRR
TRPC4 potent – allosteric potentiators of mouse TRPC4 channel. Q9QUQ5. HEK293 TRPC4beta/mu-opioid, DAMGO EC20, Fluo-4 Ca2+ flux; stronger effect = higher value. B-score at 10 µM. hit rate 0.42% among 310,000. AID 2227;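 active means B-score of calcium response area above 5 SD of library B-scores, with initial fluorescence ratio within 5 SD of library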;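 further: B-score of integrated fluorescence ratio over time as area under calcium response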
AI-2 QS mod – Vibrio harveyi AI-2 quorum sensing modulation; Vibrio harveyi JMH597 AI-2 luminescence/OD600 ratio, 9 h; stronger effect = lower value; strain lacks LuxN and CqsS sensors; 0 = neutral-control median; activity change, % at 7.5 µM; hit rate 0.4% among 300,000; AID 2094; in the data active means activity change below about -75%, passing the limit was not always enough;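 further: luminescence divided by OD600 gain over 9 h not by final OD600 alone; inactives centre near 13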
PolyA inh – inhibitors of polyadenylation in S. cerevisiae. hit rate 0.02% among 300,000. AID 1875. S. cerevisiae SKY197-pL101 polyadenylation reporter, beta-gal luminescence; efflux-impaired pdr1/pdr3 knockout yeast; score 100 = 6 SD above DMSO. calls only at 12 µM;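 active means lowest replicate activity score at least 50, where 100 means six control SD above control mean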;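 further: yeast exposed to compound for 9 h at 30 °C; higher score means more reporter readthrough which indicates perturbed polyadenylation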
TRPC6 inhibitor – mouse TRPC6 channel inhibition; HEK293-TRPC6, membrane potential dye, ACh-evoked depolarization; stronger effect = lower value; B-score at 10 µM; hit rate 1.1% among 310,000;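 active means B-score under library mean minus 3 SD, initial fluorescence not abnormally high, positive integrated signal ratio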;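 further: B-score derived from integrated fluorescence ratio over the kinetic read; more negative B-score means stronger inhibition of depolarization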
HIF act – HIF pathway transcriptional activation. hit rate 0.32% among 300,000. U2OS HRE-luciferase reporter, luminescence; normalized: DMSO 0%, desferrioxamine 100%. activation, % at 7.5 µM (by protocol). AID 1910;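 active means mean activation of at least 10% of the iron chelator positive control signal, with at least half of replicates also reaching 10%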
MrgX1 antag – blocks BAM8-22 activation of human MrgX1 receptor; hit rate 1.3% among 310,000; B-score at 10 µM; MRGX1-HEK293 calcium flux, Fluo-4, BAM8-22 antagonism; stronger effect = lower value;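 active means calcium-response B-score plate-corrected more than 3 library SD below zero, starting fluorescence within 5 deviations, no agonist response on first addition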;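 further: peak minus trough fluorescence over baseline after final BAM8-22 challenge near maximal dose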
MrgX1 ag – activates human MrgX1 receptor signaling; B-score at 10 µM; hit rate 0.44% among 310,000; AID 588627; MrgX1-HEK293 cells, Fluo-4 calcium fluorescence, agonist mode; stronger effect = higher value;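 active means calcium response B-score plate-corrected fluorescence ratio at least 3 library SD, with starting fluorescence B-score inside 5 SD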
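Test system: HEK293 cells stably expressing human MrgX1 receptor; amount: 15,000 cells per well; doses: compound delivered in addition one of three; times: overnight plating before 1 h dye loading; detection: Fluo-4 NW calcium-flux fluorescence, kinetic read; read-out basis: B-scored fluorescence response ratio; controls: positive and negative controls per plate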
MrgX1 allo act – human MrgX1 positive allosteric modulation, primary screen; Q96LB2; MrgX1-HEK293, Fluo-4 calcium flux, FDSS; stronger effect = higher value; B-score at 10 µM; hit rate 0.63% among 310,000;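 active means plate-corrected calcium response at least 3 library SD above typical, normal starting fluorescence, not activating the receptor alone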;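 further: compound read alongside a low EC10 to EC30 dose of BAM8-22 agonist; peak minus trough fluorescence over baseline measured at the second addition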
TRPC4 act – opens the mouse TRPC4 cation channel | Q9QUQ5 | HEK293 TRPC4beta/mu-opioid, Fluo4 calcium fluorescence; stronger effect = higher value | B-score at 10 µM | hit rate 0.49% among 310,000 | AID 2237;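 active means B-score above 5 SD of library B-scores, and initial fluorescence ratio not above library mean plus 5 SD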;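 further: positive B-score marks a calcium rise read as TRPC4 activation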
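System – HEK293 cells stably co-expressing mouse TRPC4beta and mu-opioid receptor · Signal – Fluo4 calcium-sensitive dye fluorescence, kinetic, 1 Hz baseline · Benchmarks – buffer (low) and maximal DAMGO (high) · Read-out – B score of integrated fluorescence ratio per well · Incubation – dye loading 45 min room temperature, 110 s kinetic read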
* marks the source's active call; other numbers are inactive results; i = inactive; x = not tested or not shown. Some of the compounds tested; count on the stated rates, not on these rows.

SMILES	TRPC4 block	TRPC6 act	TRPC4 potent	AI-2 QS mod	PolyA inh	TRPC6 inhibitor	HIF act	MrgX1 antag	MrgX1 ag	MrgX1 allo act	TRPC4 act
Nc1nnc(SCC(=O)Nc2cc(F)ccc2F)s1	i	i	i	4	i	i	0.5	i	i	i	i
O=C(CNC(=O)c1ccc(S(=O)(=O)N2CCCC2)cc1)N/N=C/c1ccco1	i	i	i	2	i	i	-0.3	i	i	i	i
CCN1C(=O)/C(=C2\SC(N3CCOCC3)=NC2=O)c2ccccc21	i	i	i	13	i	i	-8.0	x	x	x	i
COc1ccc(NC(=O)N(Cc2cc3cc(OC)ccc3[nH]c2=O)CC2CCCO2)cc1 (stereo unspecified)	i	i	i	-1	i	i	0.0	i	i	i	i
O=C1CSC(=NC(=O)c2ccccc2)N1	i	i	i	29	i	i	0.0	i	i	i	i
O=C(/C=C/c1ccc2ccccc2n1)N1CCN(c2ccccc2)CC1	i	i	i	35	i	i	0.8	i	i	i	i
CCOc1cc(/C=C/C(=O)c2ccc(C)cc2)ccc1OCC(=O)N(C)C	i	i	i	21	i	i	x	i	i	i	i
CCOC(=O)c1c(C)[nH]c(C(=O)C(C)Cl)c1C (stereo unspecified)	i	i	i	-28	i	i	1.2	i	i	i	i
O=Cc1c(Nc2ccccc2Cl)nc2ccccn2c1=O	i	i	i	11	i	i	-0.4	i	i	i	i
O=C(CSc1ncn[nH]1)Nc1c(F)cc(F)cc1Br	i	i	i	29	i	i	-0.1	i	i	i	i
CSc1nc(SCC(=O)NCc2ccco2)c2c3c(sc2n1)COC(C)(C)C3	i	i	i	8	i	i	3.9	i	i	i	i
CCc1ccccc1NC(=O)/C(C#N)=C/c1ccc(Sc2ccccc2)o1	i	i	i	8	i	i	-0.3	i	i	i	i
CCOCC(=O)Nc1ccc(S(=O)(=O)Nc2ncccn2)cc1	i	i	i	17	i	i	-0.2	i	i	i	i
CCOC(=O)C(C)Sc1nnc(-c2ccccc2O)n1-c1ccc(C)cc1 (stereo unspecified)	i	i	i	20	i	i	-0.8	i	i	i	i
CC(C)CN(CC(C)C)S(=O)(=O)N1CCC(C(=O)NCCN2CCOCC2)CC1	i	i	i	9	i	i	0.6	i	i	i	i

Arranged by value in AI-2 QS mod (largest number first): 3 from the list above
molecule | AI-2 QS mod
O=C(/C=C/c1ccc2ccccc2n1)N1CCN(c2ccccc2)CC1 | 35
O=C(CSc1ncn[nH]1)Nc1c(F)cc(F)cc1Br | 29
CCOC(=O)c1c(C)[nH]c(C(=O)C(C)Cl)c1C (stereo unspecified) | -28

New compounds follow:
SMILES	TRPC4 block	TRPC6 act	TRPC4 potent	AI-2 QS mod	PolyA inh	TRPC6 inhibitor	HIF act	MrgX1 antag	MrgX1 ag	MrgX1 allo act	TRPC4 act
CCOC(=O)c1ccc2ncc(C(=O)OCC)c(Nc3ccc(N4CCOCC4)cc3)c2c1	i	i	i	13	i	-9.7*	-0.8	i	i	i	i
CS(=O)(=O)N(CC(=O)Nc1cc(Cl)ccc1Cl)c1ccccc1Cl	i	i	i	5	i	i	-0.7	i	i	i	i
CCN(CC(=O)Nc1ccc(NC(C)=O)cc1)C(=O)c1cc(S(=O)(=O)N2CCCCCC2)ccc1OC	i	i	i	16	i	i	-0.4	i	i	i	i
CCC(C(=O)OCC(=O)N(CCOC)c1c(N)n(Cc2ccccc2)c(=O)[nH]c1=O)c1ccccc1 (stereo unspecified)	i	i	i	6	i	i	1.0	i	i	i	i
Cc1csc(NC(=O)/C=C/c2ccco2)n1	i	i	i	27	i	i	3.1	i	i	i	i
O=S(=O)(Nc1ccc2c(c1)OCO2)c1ccc(Br)s1	i	i	i	17	i	i	0.7	i	i	i	i
O=C(Cn1cnc2c(cnn2-c2ccccc2Cl)c1=O)N1CCc2ccccc21	i	i	i	37	i	i	-0.6	i	i	i	i
Cc1ccc(S(=O)(=O)N2CCC(C(=O)Nc3cc(C(F)(F)F)ccc3N3CCOCC3)CC2)cc1C	i	i	i	16	i	i	0.7	i	i	i	i
COc1ccc(-n2nc(C(=O)NCC(=O)NCc3ccccc3OC)c3ccccc3c2=O)c(OC)c1	i	i	i	5	i	i	-0.5	i	i	i	i
COc1ccc(/C=C(/C(=O)c2ccc(Cl)cc2Cl)n2cncn2)cc1	i	i	i	31	i	i	0.1	i	35*	i	i
COc1ccc(-c2nn(-c3ccccc3)cc2/C=N/NS(=O)(=O)c2ccccc2)cc1	i	i	i	18	i	i	1.8	i	i	i	i
CCc1cc2cccc(C)c2nc1SCC(=O)c1ccc(NC(C)=O)cc1	i	i	i	2	i	i	0.5	i	i	i	i
CC(=O)Nc1ccc(NC(=O)C(C)Oc2ccc(Cl)cc2Cl)cc1 (stereo unspecified)	i	i	i	10	i	i	0.6	i	i	i	i
CCC(=O)c1ccc(OCC(=O)OCC(=O)N(C)CC(=O)Nc2ccc(F)cc2)cc1	i	i	i	18	i	i	0.3	i	i	i	i
O=C(CN1CCOCC1)Nc1cc(Cl)ccc1Cl	i	i	i	5	i	i	-0.1	i	i	i	i
COc1ccc(C(=O)C2CCCN(Cc3ccc4nonc4c3)C2)c(C)c1 (stereo unspecified)	i	i	i	4	i	i	-0.1	i	i	i	i
COC(=O)CSc1[nH]c2ccc(F)cc2c1[N+](=O)[O-]	i	i	i	10	i	i	1.0	i	i	i	i
c1ccc2c(c1)NC1(CCCCC1)n1c-2nc2ccccc21	i	i	i	12	i	i	2.3	i	i	i	i
CCn1c(C2CC(=O)N(Cc3ccccc3)C2)nc2ccccc21 (stereo unspecified)	i	i	16*	13	i	i	-0.2	i	i	i	i
COc1cccc(C(=O)Nc2ccc(NC(=O)c3ccco3)nc2)c1	i	i	i	x	i	i	3.1	i	i	i	i
O=C1ON=C(c2ccccc2)/C1=C\c1ccco1	i	i	i	38	i	i	-0.2	i	i	i	i
CC(C)c1ccc(CNc2ccc([N+](=O)[O-])cn2)cc1	i	i	i	-55	i	i	4.2	i	i	i	i
Cc1cc(C)c2c(-n3cccc3)c(NC(=O)OC(C)C)sc2n1	i	i	i	23	i	i	x	i	i	i	i
COc1cccc2c1OCC/C2=N\NC(=O)COc1ccc(C)cc1	i	i	i	18	i	i	-0.2	i	i	i	i
O=C(NCc1ccccc1)c1ccc(NC(=O)C2CCCO2)cc1 (stereo unspecified)	i	i	i	29	i	i	-0.2	i	i	i	i
COc1ccc(/C=N/NC(=O)c2cccc(NC(C)=O)c2)c(OC)c1	i	i	i	11	i	i	0.3	i	i	i	i
CCc1ccc(-n2c(C)nc3cc(C(=O)NCc4cccnc4)ccc32)cc1	i	i	i	24	i	i	-0.8	i	i	i	i
Cc1nnc(SC(C(=O)Nc2ccc(Cl)c([N+](=O)[O-])c2)c2ccccc2)[nH]c1=O (stereo unspecified)	i	i	i	9	i	i	0.1	i	i	i	i
N#C/C(=C(/O)c1ccccc1F)c1nc2cc(C(F)(F)F)ccc2s1	i	i	i	7	i	i	x	i	i	i	i
Cc1[nH]c(=O)[nH]c(=O)c1/C=N/NC(=O)[C@H](CC(C)C)NC(=O)OC(C)(C)C	i	i	i	19	i	i	-0.2	i	i	i	i
CCN(CC)c1ccc(NC(=S)NC(=O)c2ccco2)cc1	i	i	i	29	i	i	4.0	i	i	i	i
CCOC(=O)C1(Nc2nccs2)Sc2ccccc2NC1=O (stereo unspecified)	i	i	i	-30	i	i	2.7	i	i	i	i
CCOC(=O)c1sc(NC(=O)CSc2ncn[nH]2)c(C#N)c1C	i	i	i	-6	i	i	-0.6	i	i	i	i
COc1ccc(C(=O)COC(=O)c2ccco2)cc1	i	i	i	8	i	i	2.3	i	i	i	i
O=C1CC(c2ccccc2)=Nc2ccccc2N1	i	i	i	7	i	i	0.6	i	i	i	i
CCOC(=O)c1cccnc1NC(=O)c1ccccc1	i	i	i	8	i	i	-0.6	i	i	i	i
CCC(C)Nc1nc(C)nc2c1oc1ccccc12 (stereo unspecified)	i	i	i	-6	i	i	-0.6	i	i	i	i
COCCN1C(=O)N(c2ccc(Cl)cc2)C(=O)C1CC(=O)Nc1cc(OC)cc(OC)c1 (stereo unspecified)	i	i	i	2	i	i	1.3	i	i	i	i
CC(C)N1CCC(N2CCN(Cc3ccc(C#CC(C)(C)O)s3)CC2CCO)CC1 (stereo unspecified)	i	i	i	24	i	i	0.0	i	i	i	i
CN(C(=O)COC(=O)CSc1ccc([N+](=O)[O-])cc1)C1CCS(=O)(=O)C1 (stereo unspecified)	i	i	i	20	i	i	-0.8	i	i	i	i
CN(C)S(=O)(=O)N1CCN(S(=O)(=O)c2ccccc2)CC1	i	i	i	31	i	i	-0.4	i	i	i	i
COc1cccc(C(=O)Nc2cc3c(cc2N2CCOCC2)n(C)c(=O)n3C)c1	i	i	i	0	i	i	-0.2	i	i	i	i
COC(=O)C1CCN(C(=O)CN2C(=O)c3ccccc3S2(=O)=O)CC1	i	i	i	2	i	i	1.2	i	i	i	i
Cc1noc(C)c1C(=O)Nc1nc(C23CC4CC(CC(C4)C2)C3)cs1	i	i	i	23	i	i	0.0	i	i	i	i

Screening data deposited in PubChem by several laboratories.
